# OX1R antag-1: OX1R (HCRTR1) antagonists, primary screen, fluorescence, CHO/OX1R cells, Fluo-8 calcium, orexin A | Orexin/Hypocretin receptor type 1 (Homo sapiens), O43613 | AID 434989, 2010 | 0.43% of 330,000 active | Fluo-8 calcium fluorescence | inhibition, % at 5 µM;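 active means inhibition above its plate's threshold, mean inhibition of all tested compounds on the plate plus 3 SD, cut at about 37% in these data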;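 further: 0% = orexin A challenge wells and 100% = SB-334867-A antagonist wells; not every result past the cut was called active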
# Target sequence (O43613 whole entry, looked up): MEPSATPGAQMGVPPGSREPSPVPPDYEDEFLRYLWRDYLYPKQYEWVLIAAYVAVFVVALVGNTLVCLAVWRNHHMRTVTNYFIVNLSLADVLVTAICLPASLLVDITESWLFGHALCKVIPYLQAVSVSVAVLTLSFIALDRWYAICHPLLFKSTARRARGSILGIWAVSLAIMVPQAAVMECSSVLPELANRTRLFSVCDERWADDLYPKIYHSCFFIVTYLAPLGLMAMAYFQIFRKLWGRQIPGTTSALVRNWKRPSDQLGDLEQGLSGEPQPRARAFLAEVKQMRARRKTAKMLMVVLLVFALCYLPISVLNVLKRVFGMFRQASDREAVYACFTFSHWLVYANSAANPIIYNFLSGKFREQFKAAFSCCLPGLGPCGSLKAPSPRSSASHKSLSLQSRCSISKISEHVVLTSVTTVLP
# OX1R antag-2: antagonists of human orexin 1 receptor (OX1R). OX1R-expressing cells, FRET antagonist read-out. inhibition, % at 6.6 µM. 1.8% of 330,000 active. AID 485270, 2010; in the data active means inhibition mostly above about 38%, no sharp cut-off; inactive means mostly below about 40%;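 further: 0% = agonist challenge alone and 100% = reference antagonist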
# Active calls of the source: *.
# Every second line gives: OX1R antag-1, OX1R antag-2
Cc1nnc(SCC(=O)N2CC(=O)Nc3ccccc32)n1Cc1ccccc1
 : 3, 3
CCN(CC)CC(=O)Nc1ccc(C)cc1Br
 : 0, -1
COc1ccc(-c2nnc(NC(=O)c3ccco3)s2)cc1
 : 3, 28
CCN(CC)CCNC(=O)c1ccc(NC(=O)c2ccccc2-c2ccc(C(F)(F)F)cc2)cc1
 : -23, 20
Cc1ccc(NC(=O)CN(c2ccccc2F)S(C)(=O)=O)cc1
 : -13, 20
CCCCN(C)CCNC(=O)c1cc2cc3ccc(OC)cc3nc2o1
 : -27, 21
CCc1nccn1CCC(=O)NC1CC(C)(C)Cc2c1cnn2-c1cccc(F)c1 (centres undefined)
 : -21, 41
O=C(CCc1ccccc1)OCC(=O)c1ccc([N+](=O)[O-])cc1
 : -14, 42
COC(=O)CSc1cc(C)nc(NC(C)=O)n1
 : 3, 6
c1ccc(-n2nnnc2-c2cccnc2)cc1
 : -2, 11
COc1cc(/C=C/C(=O)O)cc(S(=O)(=O)Nc2ccccc2Oc2ccccc2)c1OC
 : -12, 16
Cc1ccc(NC(=O)CCC(=O)c2cccs2)c(Br)c1
 : -5, 7
CC(CNC(=O)CN1C(=O)COc2ccc(S(=O)(=O)N3CCCCC3)cc21)c1ccccc1 (centres undefined)
 : -15, 7
CCN(CC)C(=O)[C@H]1C[C@H](CC(=O)NCCCN(C)C)C(=O)N2CCc3c([nH]c4ccc(Cl)cc34)[C@]12C
 : -12, 4
CC1CCCN(C(C(=O)NC2CCCCC2)c2cc3c(cc2[N+](=O)[O-])OCO3)C1 (centres undefined)
 : -25, 19
O=C(Cn1ncc(Cl)c(Cl)c1=O)c1ccc2c(c1)OCCO2
 : 5, 16
COc1ccc(N2CCN(CC(O)COc3cc(C)cc(C)c3)CC2)cc1 (centres undefined)
 : -31, -7
COc1ccccc1CC(=O)NC1CCN(Cc2ccccc2)CC1
 : -27, -2
O=C(Nc1ccccc1)C1=C[C@@H](c2ccc(Br)cc2)C[C@@H](OCCCCO)O1
 : -9, 22
O=C1c2ccccc2C(Nc2ccc(S(=O)(=O)N3CCCCC3)cc2)N1c1ccccn1 (centres undefined)
 : -15, 7
CCCNC(=O)/C(=C/c1cn(S(=O)(=O)N(C)C)c2ccccc12)NC(=O)c1ccc(OC)cc1
 : -32, 4
CCOc1ccccc1NC(=S)NC1CC2CCC1C2 (centres undefined)
 : -3, 4
COc1ccc(C2=NS(=O)(=O)N(C)C(C(=O)N3CCOCC3)=C2)cc1
 : -14, 11
CC(=O)NCC1CCCN(C(=O)c2ccc(OC3CCN(Cc4ccccn4)CC3)cc2)C1 (centres undefined)
 : 0, 11
CC(NC(=O)/C(C#N)=C/c1ccco1)c1ccccc1 (centres undefined)
 : -17, 6
O=C1CSC(=Nc2ccc(Cl)cc2)N1Cc1cccnc1
 : -38, 6
COCCCN(CC(=O)O)S(=O)(=O)c1ccccc1
 : -6, 27
COc1ccc(CN2C(=O)NC(C)(c3ccc(C)cc3)C2=O)cc1F (centres undefined)
 : 56*, 8
COc1ccc(CCNC(=O)CSc2nc(O)c(CC(C)C)c(=O)[nH]2)cc1OC
 : -6, 3
O=S(=O)(N/N=C/c1ccc(N2CCOCC2)cc1)c1ccc(Br)cc1
 : -17, 7
CC(=O)N1CCN=C1SCc1ccc(C(F)(F)F)cc1
 : -12, 7
Cc1ccccc1C(=O)Oc1ccc(-c2csnn2)cc1
 : -3, 20
O=C(CN1CCN(CC(=O)Nc2ccccc2Cl)CC1)Nc1ccc2c(c1)OCCO2
 : -29, 17
CCc1ccc(C(=O)/C=C/c2ccc([N+](=O)[O-])o2)cc1
 : -11, 5
c1cnc2c(OCc3nc4ccccc4[nH]3)cccc2c1
 : -26, 5
COc1ccc(NS(=O)(=O)c2cccc(C(=O)NNC(=O)c3ccc(Br)o3)c2)cc1
 : -13, 21
COc1ccc(N2CCN(C(C)C(=O)Nc3nnc(C)s3)CC2)cc1 (centres undefined)
 : -16, 21
C[C@H](NC(=O)C1CCN(S(=O)(=O)c2ccccc2)CC1)C(=O)NCc1cccc(Cl)c1
 : -22, 20
CCn1nc(C)c(C2C(C#N)=C(N)OC3=C2C(=O)CC(C)(C)C3)c1C (centres undefined)
 : -9, 15
CN1CCN(C(=S)C(=O)Nc2ccc(Br)cc2)CC1
 : -9, 16

# Retrieved by structure from the list above (6):
# Every second line gives: OX1R antag-1, OX1R antag-2
COc1ccc(N2CCN(C(C)C(=O)Nc3nnc(C)s3)CC2)cc1 (centres undefined)
 : -16, 21
CCOc1ccccc1NC(=S)NC1CC2CCC1C2 (centres undefined)
 : -3, 4
CC(NC(=O)/C(C#N)=C/c1ccco1)c1ccccc1 (centres undefined)
 : -17, 6
Cc1ccccc1C(=O)Oc1ccc(-c2csnn2)cc1
 : -3, 20
COc1ccc(C2=NS(=O)(=O)N(C)C(C(=O)N3CCOCC3)=C2)cc1
 : -14, 11
COCCCN(CC(=O)O)S(=O)(=O)c1ccccc1
 : -6, 27

# Additional structures.
# Every second line gives: OX1R antag-1, OX1R antag-2
COc1ccc(C(C)C)cc1S(=O)(=O)N1CCC(C(=O)N2CCN(C)CC2)CC1
 : -19, 11
CC(C)NS(=O)(=O)c1ccc2c(c1)oc(=O)n2C
 : 2, 11
CC(=O)N(CCC(c1ccco1)C(C)C)Cc1ccc(OC(C)C)cc1 (centres undefined)
 : -37, 4
Cc1c(C(=O)NC2CC(=O)N(c3ccc4c(c3)OCCO4)C2)cccc1[N+](=O)[O-] (centres undefined)
 : -12, 2
Cc1csc(N(C(=O)Cc2ccccc2F)c2ccccc2)n1
 : 6, 7
COc1cccc(/C=C/c2ccccn2)c1O
 : -12, 11
Cc1ccc(Nc2nc(C)cc(C)n2)c(Br)c1
 : -5, 16
CCn1cc(Br)c(C(=O)Nc2nccs2)n1
 : 3, 16
C=CCc1ccccc1OCCCCN1CCCC1
 : -38, 4
CCCc1ccc(C(=O)NNc2ccc(F)cc2)cc1
 : 0, -2
CCc1cc2ccc(C)c(C)c2nc1SCC(=O)Nc1cc(C)on1
 : -23, -4
CCN(CC)S(=O)(=O)c1ccc(NC(=O)CSc2ncnc3ccccc23)cc1
 : -15, 12
O=S(=O)(c1ccc2c(c1)OCCO2)N1CCCN(S(=O)(=O)c2c(F)cccc2F)CC1
 : -2, 2
O=C(O)/C=C\C(=O)Nc1ccc(N2CCN(c3ccc(Cl)c(Cl)c3)CC2)cc1
 : -6, 14
CN(CC(=O)Nc1ccc(F)cc1)C(=O)CCc1ccccc1
 : -4, 20
CCOc1ccc(C(C)=O)cc1CN1C(=O)c2ccccc2S1(=O)=O
 : -13, 20
O=C(Nc1cccc(-n2cnnn2)c1)c1ccco1
 : -4, 5
CCN(CC)CCOC(=O)C1(c2ccccc2)CCOCC1
 : -11, 0
c1ccc2[nH]c(-c3cnco3)cc2c1
 : -9, 8
CS(=O)(=O)c1cccc(NC(=O)C2CCCN2S(=O)(=O)c2ccc(F)cc2)c1 (centres undefined)
 : 20, 55*
N#CCc1cnc2ccccc2n1
 : -19, 15
C=C1CCN([C@@H](Cc2ccccc2)C(=O)NCCC(C)C)S(=O)(=O)c2ccccc21
 : -16, 28
Cc1ccc(-n2c(C)nnc2SC(C)C(=O)N2CCCC2)cc1 (centres undefined)
 : -8, 4
CCC(NC(=O)N(Cc1ccccc1)Cc1ccc2c(c1)OCO2)(C(F)(F)F)C(F)(F)F
 : -27, 19
CC(C)C[C@H](NC(=O)OC(C)(C)C)c1nnc(SCc2cccc(F)c2)o1
 : -16, 10
CC(C)[C@H]1C=C(C(=O)O)O[C@@H](OCc2ccc(CO)cc2)C1
 : -15, 24
COc1ccc(C(=O)NCc2nnc(SCC(=O)Nc3nnc(C)s3)o2)cc1
 : 4, 10
O=C(Nc1ccccc1)c1cccc(Cn2cc(C(F)(F)F)ccc2=O)c1
 : -28, 1
COc1ccc(OC)c(C2=NOC(C(=O)NCc3cccnc3)C2)c1 (centres undefined)
 : -8, 4
CC1(c2ccccc2)NC(=O)N(CC(=O)NC(=O)NCc2ccco2)C1=O (centres undefined)
 : -18, 14
CN1CCN(C(=O)c2cc([N+](=O)[O-])cc([N+](=O)[O-])c2)CC1
 : -12, 63*
Clc1ccc(-c2cc(-c3ccccc3)on2)cc1
 : -13, 10
O=C(O)C1CCN(S(=O)(=O)c2ccc(N3CCC(O)CC3)c([N+](=O)[O-])c2)CC1
 : 3, 33
Cc1c(NC(=O)Nc2ccccc2[N+](=O)[O-])c(=O)n(-c2ccccc2)n1C
 : -27, 30
CCN(CC)S(=O)(=O)c1cc(NC(=O)Cn2ncc(Cl)c(Cl)c2=O)ccc1C
 : 2, 39
CCOC(=O)C1=C(C)NC2=C(C(=O)CCC2)C1c1cc(OC)ccc1OC (centres undefined)
 : -18, 6
O=C(CSc1ncn[nH]1)N1CCOCC1
 : -8, 10
O=[N+]([O-])c1cc(/C=N\Nc2nc(-c3ccccc3)cs2)ccc1O
 : 4, 0
O=C(Nc1ccc(C(F)(F)F)cc1)C1CCN(S(=O)(=O)c2ccc(N3CCCC3=O)cc2)CC1
 : -10, 4
CN(Cc1ccccc1F)C(=O)c1ccc(Oc2ccccc2)cc1
 : -18, 4
Cn1c(=O)c2c(ncn2CC(=O)N/N=C/C=C/c2ccccc2)n(C)c1=O
 : 0, 12
COc1ccc(CNC(=O)C2=CCN(S(=O)(=O)c3ccc(C)cc3)CC2)cc1
 : -20, 14
Cc1cccc2cc(C#N)c(NCCCn3ccnc3)nc12
 : -8, 4
CCOC(=O)c1c(CN2CCN(Cc3ccccc3)CC2)n(C)c2cc(Br)c(OC)cc12
 : -31, 19
COC(CNC(=O)c1ccc2nc(-c3ccccc3)c(-c3ccccc3)nc2c1)OC
 : -26, 3
COc1cccc(CN(C)C(=O)CN2C(=O)NC(c3ccccc3)(c3ccccc3)C2=O)c1OC
 : -19, 8
COc1cc(OC)cc(-c2c(-c3cccs3)c3cc(-c4ccc(OC)nc4)ccc3n2C)c1
 : -46, -7
CO/N=C(/CS(=O)(=O)c1ccc(Br)cc1)c1ccc(OC)cc1
 : -8, 30
Cc1nn(-c2cc(N3CCOCC3)ccc2N)c(=O)c2ccccc12
 : -8, 1
Cc1ccc(CNC(=O)C(NS(=O)(=O)c2ccc3nc(C)sc3c2)C(C)C)cc1 (centres undefined)
 : -27, 13
CCN1CCN(c2cc(=O)n(C3CCCCC3)c(=O)[nH]2)CC1
 : -4, 5
CCS(=O)(=O)N1CCC2(CC1)OCCN2S(=O)(=O)c1ccc(C)cc1
 : -11, 29
Cc1ccc(C)c(OC(=O)c2cccc(S(=O)(=O)N3CCN(C)CC3)c2)c1
 : -23, 11
Cc1cccc(-n2nc3c(c2NC(=O)c2ccco2)CS(=O)(=O)C3)c1C
 : -10, 15
Cc1ccc(O)c(C2=NOC(O)(C(F)(F)F)C2)c1 (centres undefined)
 : 2, 0
COc1ccc(C2=NNC(c3cccs3)=Nc3ccc(OC)cc32)cc1
 : -37, 14
NC(=S)N/N=C/c1ccc(-c2cc(Cl)c(Cl)cc2Cl)o1
 : -11, 5
O=C(NCC(=O)N1CCc2ccccc2C1)c1ccc(Cl)cc1Cl
 : -35, -9
O=S(=O)(c1cccs1)N1CCN(c2ccccn2)CC1
 : -14, 9
COc1cccc(C(=O)c2cc3ccc(O)cc3oc2=O)c1
 : -6, 6

# 3 entries from above, with each value named:
mol: Cc1nn(-c2cc(N3CCOCC3)ccc2N)c(=O)c2ccccc12
  OX1R antag-1 = -8
  OX1R antag-2 = 1
mol: Cc1ccc(O)c(C2=NOC(O)(C(F)(F)F)C2)c1 (centres undefined)
  OX1R antag-1 = 2
  OX1R antag-2 = 0
mol: COc1cccc(C(=O)c2cc3ccc(O)cc3oc2=O)c1
  OX1R antag-1 = -6
  OX1R antag-2 = 6

# Other results
# Every second line gives: OX1R antag-1, OX1R antag-2
Nn1cnnc1N/N=C/c1ccc(Cl)c([N+](=O)[O-])c1
 : -9, 61*
CCN(CC)S(=O)(=O)c1ccc2oc(C(=O)Nc3ccc(OC)cc3OC)c(C)c2c1
 : -23, 11
COCCNc1ncnc2c1[nH]c1ccccc12
 : -13, 14
O=C(O)c1[nH]c2ccccc2c1NS(=O)(=O)c1ccc(F)cc1
 : -3, 6
CCN(CC)c1ccc(NS(=O)(=O)c2ccc(OC)cc2)cc1
 : 6, 4
CN(C)C(=O)c1cnc(Sc2ncc(C(F)(F)F)cc2Cl)n1C
 : -13, 3
COc1cc(CN(C)C(C)C(=O)Nc2ccc([N+](=O)[O-])cc2Cl)ccc1OC(F)F (centres undefined)
 : -10, 26
CCN(CC)C(=O)CSC1=Nc2ccccc2C2=NC(Cc3c[nH]c4ccccc34)C(=O)N12 (centres undefined)
 : -30, 9
CCN1C(=O)[C@H]2[C@@H](c3ccc(-c4ccccc4)cc3)N[C@@](CC(C)C)(C(=O)OC)[C@H]2C1=O
 : -22, 25
CC(C)(C)c1ccccc1NC(=O)c1ccc2c(c1)SC1=NS(=O)(=O)CCN12
 : -14, 12
Cc1ccc(N2CC(C(=O)N3CCC(C(=O)NC(C)(C)C)CC3)CC2=O)cc1 (centres undefined)
 : -9, 15
COc1cc(-c2cc(-c3ccccc3)nc(SCC(=O)O)c2C#N)cc(OC)c1OC
 : 0, 3
Cc1nn(C)cc1/C=N/NC(=O)c1ccco1
 : 11, 7
CCn1c(O)c(C2=NCCCC2)c2ccccc21
 : -9, 16
COc1ccc(NC(=O)c2ccc(COc3ccccc3OC)o2)cc1OC
 : -4, 22
COCCNC(=O)CSc1nnc(CCCN2C(=O)c3cccc4cccc(c34)C2=O)n1-c1ccccc1
 : -18, 29
Cc1cc(NC(=O)Cn2nnc(-c3ccccc3N)n2)no1
 : -7, 13
O=C(Nc1nccs1)c1cc([N+](=O)[O-])ccc1Cl
 : -3, 21
O=C(c1ccco1)N1CCN=C1SCc1cccnc1
 : -5, 7
COCCN1Cc2cccc(C(=O)NCc3ccccn3)c2C1=O
 : -8, 2
O=[N+]([O-])c1ccc2oc(C3CCCCC3)nc2c1
 : -13, 5
CCn1c(CCCNC(=O)c2cccs2)nc2ccccc21
 : -18, 20
Cc1nc(N2CCN(c3ccccn3)CC2)c2c(C)c(C(=O)N3CCN(c4cccc(Cl)c4)CC3)sc2n1
 : -35, 12
